# TTR transcr act – TTR transcription activators in neuroblastoma reporter cells, primary screen, cell-based, luminescence, SH-SY5Y, TTR promoter Gaussia luciferase | AID 1117267, 2014 | 100% = recombinant luciferase protein wells | 1.3% of 92,000 active | activation, % at 16.7 µM;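 active means activation above the mean of all tested compounds plus 3 SD, cut at about 9.5% in these data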;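 further: cells exposed to compounds for one day before reading; 0% = median of all test compound wells on the plate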
# * = called active by the depositor. The list is partial; rates above refer to the full screens.
structure,TTR transcr act
O=C(NNC(=O)c1ccc(F)cc1)C(=O)N1CCCCC1,0.0
Cc1occc1C(=O)N/N=C/c1cnn(C)c1C,-0.7
CNc1nccc(-c2ccc(F)cc2)c1C#N,1.1
CC1(C)Cc2cccc(OCC(=O)Nc3cc(C(F)(F)F)ccc3N3CCOCC3)c2O1,-0.9
Cc1ccccc1NC(=S)NCc1cccn1C,4.4
COc1cccc(OCCNS(=O)(=O)c2cccc([N+](=O)[O-])c2)c1,2.0
CC1CCN(C(=O)COC(=O)c2cc(S(=O)(=O)N3CCOCC3)ccc2Cl)CC1,-1.2
Cc1ccccc1OCC(O)COc1ccccc1C,1.3
COCCN1C(=O)C(=O)/C(=C(/O)c2ccc(S(=O)(=O)N3CCOCC3)cc2)C1c1cccc(Cl)c1 (stereo not given),7.1
CC1=NN(c2ccc(C)cc2)C(=O)/C1=C\C=C\c1ccccc1,-2.9
CC(C)c1csc(CN2CCC(n3nccc3NC(=O)Cc3ccccc3)CC2)n1,1.3
CC(NC(=O)C(C)N1C(=O)c2ccccc2C1=O)c1ccccc1 (stereo not given),0.8
Cc1[nH][nH]c(=O)c1C=Nc1ccc(C(F)(F)F)cc1,-2.2
Cc1ccc(C(=O)Cn2nnc(-c3ccccc3)n2)cc1,3.8
COc1ccc(CC(=O)N(Cc2ccccc2)C(C)C)cc1,0.9
O=C(CN1CCOCC1)Nc1ccc2c(c1)OCCO2,-0.5
C=CCOc1c(CNn2nnnc2N)cccc1OC,4.1
CCCc1[nH]nc2c1C(c1ccc(OC(=O)c3ccco3)cc1)C(C#N)=C(N)O2 (stereo not given),0.0
COc1cc2c(cc1OC)C(C(=O)N1CCCC1)C(c1ccccc1F)N(C)C2=O (stereo not given),1.8
CN(C)c1ccc(/C=C/C#N)cc1,0.9
CCOc1ccc(OCC(=O)Nc2ccc(OC)cc2)cc1,-0.6
NC(=O)c1ccsc1NC(=O)c1cc(=O)c2ccccc2o1,-0.3
C=CCN(CC=C)C(=O)COC(=O)c1ccc(Sc2ncn[nH]2)c([N+](=O)[O-])c1,1.6
CCOc1ccc(C(=O)Nc2cc(=O)n(C)c(=O)n2C)cc1,0.9
Cc1ccccc1-n1c(=O)c2ccccc2n2cnnc12,-1.5
COc1ccc(NC(=O)CN(C)C(=O)c2ccc(=O)[nH]c2)cc1,0.9
CC(C)C[C@H](NC(=O)N1CC(=O)Nc2ccccc21)C(=O)N[C@@H](C(=O)O)c1ccccc1,0.1
CC(=O)c1ccc(N2CCN(C(=O)c3ccco3)C(C)C2)c(F)c1 (stereo not given),-0.3
N#CCCn1cc(C(=O)Nc2ccc([N+](=O)[O-])cc2)c(-c2cc3ccccc3o2)n1,1.4
CCOC(=O)N1CCN(C(=O)c2cnn3ccccc23)CC1,0.4
COc1ncnc2c1ncn2CCCN1CCN(c2ccccn2)CC1,-1.3
CCc1ccc2oc(=O)cc(CN3CCC(C)CC3)c2c1,-1.5
O=C(Nc1ccccc1)Nc1ccncc1,3.0
CCOC(=O)c1c(C2COc3ccccc3O2)csc1N (stereo not given),-2.4
Cc1ccc(NC(=O)C(=O)NCc2ccncc2)cc1,-1.6
CCOC(=O)[C@H]1[C@H]2COc3ccccc3[C@@H]2N2C(=O)c3ccc(Cl)cc3NC(=O)[C@@]12C,-0.5
Cc1occc1C(=O)NC(C)C(C)(C)C (stereo not given),-0.7
CN(C(=O)c1cccc(NC(=O)Cc2ccc(NC(=O)C3CCN(C(=O)C4CCCC4)CC3)cc2)c1)C1CCCC1,-2.9
CCSc1nnc(NC(=O)c2ccc(Br)s2)s1,-2.5
S=c1[nH]nc(-c2ccco2)n1/N=C/c1cccc(Cl)c1Cl,3.7
CCCCOCCCNC(=O)N[C@@H](CCSC)C(=O)OC,-0.9
CC(C)OC(=O)CC(=O)CC(O)c1cccc([N+](=O)[O-])c1 (stereo not given),1.5
COc1cc(/C=N/NC(=O)c2ccc3c(c2)OCCO3)c(Br)c(Br)c1O,-0.7
COCCNC(=O)c1onc(CSc2cc(C)cc(C)c2)c1C(=O)O,5.0
Cc1ccc(S(=O)(=O)CCSc2cccc(C(=O)O)c2)cc1,-0.2
CCOc1cccc2sc(NC(=O)CC)nc12,-0.5
COc1ccccc1N1CCN(C(=O)NCc2cccc(C(F)(F)F)c2)CC1,-1.4
O=C1c2cccc3cc([N+](=O)[O-])cc(c23)C(=O)N1c1nncs1,-0.9
O=C1OCCC1Sc1nnnn1-c1ccccc1 (stereo not given),-1.5
Cc1ccccc1NP1(=O)OCCCN1Cc1ccccc1Cl (stereo not given),-0.2

# The list goes on:
structure,TTR transcr act
CC(=O)NC1=NN(C(C)=O)C(c2ccc(C)cc2)S1 (stereo not given),2.0
CN(C(=O)c1ccccc1C(=O)OCC(=O)Nc1cccc(Br)c1)c1ccccc1,-0.7
CC1CC(C)CN(S(=O)(=O)c2ccc(C(=O)OCC(=O)NCCN3C(=O)CSC3=O)cc2)C1 (stereo not given),-1.9
Cc1ccc(S(=O)(=O)Nc2ccc(F)cc2)cc1C(=O)N1CCOCC1,-0.5
CC(C)(C)NC(=S)NC(=O)C12CCC3CC(CC(C3)C1)C2,-1.6
O=c1cc(-c2ccccc2)c2cc(Cl)c(O)c(CN3CCOCC3)c2o1,-1.2
COc1ccccc1-c1cc2nc(C)c(CCC(=O)NCc3ccco3)c(C)n2n1,9.6
NC(=O)c1ccsc1NC(=O)CCS(=O)(=O)c1ccccc1,-0.3
CCn1cc(C(=O)OCC(=O)Nc2cccc(S(=O)(=O)N3CCOCC3)c2)c(=O)c2ccc(C)nc21,-0.3
NNC(=O)CN1C(c2ccc(Cl)cc2)=Nc2ccc(Br)cc2C1c1ccccc1 (stereo not given),0.4

# Pulled one by one from the entries so far, 3 records:
structure,TTR transcr act
NNC(=O)CN1C(c2ccc(Cl)cc2)=Nc2ccc(Br)cc2C1c1ccccc1 (stereo not given),0.4
Cc1ccc(S(=O)(=O)Nc2ccc(F)cc2)cc1C(=O)N1CCOCC1,-0.5
COc1ccccc1-c1cc2nc(C)c(CCC(=O)NCc3ccco3)c(C)n2n1,9.6

# More records follow:
molecule	TTR transcr act
CCOC(=O)[C@]12CCCC=C1N(CCCOC)C(=O)[C@@H]2CC(=O)N1CCCCC1	-0.2
COC(=O)c1ccc(CNC(=O)c2ccc(S(=O)(=O)N3CCCCCC3)cc2)cc1	0.3
COc1cccc(OCCCn2ccnc2)c1	4.7
Cc1cc(Cl)n2ncc(-c3ccccc3)c2n1	-1.7
Cc1cc(NC(=O)CSc2nccn2C)no1	1.9
O=S1(=O)C[C@H](N2CCOCC2)[C@@H](COCc2ccccc2)N1	-0.3
CCC(Oc1ccccc1)C(=O)OCC(=O)Nc1sccc1C(N)=O (stereo not given)	-1.7
O=C(Cn1nnc(-c2cccs2)n1)OC1CCCCC1	0.0
C[C@H](CCC(=O)O)[C@H]1CC[C@H]2[C@@H]3CC[C@@H]4C[C@H](O)CC[C@]4(C)[C@H]3C[C@H](O)[C@]12C	1.6
O=C1c2ccc(-c3ccc(Cl)c(C(F)(F)F)c3)cc2S(=O)(=O)c2cccc(C(=O)N3CCN(c4ccc(Cl)cn4)CC3)c21	0.0
Cc1ccc(-c2noc(CCC(=O)Nc3ccc4c(c3)OCO4)n2)cc1	0.8
CCCN(C)C[C@H]1Oc2cc(C#Cc3ccc(F)cc3)ccc2S(=O)(=O)N([C@H](C)CO)C[C@@H]1C	-0.9
COc1ccccc1N(CC(=O)NCC1CCCO1)C(=O)CNS(=O)(=O)c1ccc(Cl)cc1 (stereo not given)	2.1
CCOc1cc(-c2ccc(N)c(OCC)c2)ccc1N	2.4
CCCc1cnc(Nc2nc(C(N)Cc3ccc(OC)cc3)cs2)nc1 (stereo not given)	-1.3
O=C(CCc1nnc(CCCCc2ccccc2)o1)NC(c1cccnc1)C(F)(F)F (stereo not given)	-0.5
CC(=O)Nc1ccc(Sc2ncccc2C(=O)Nc2ccc(F)cc2)cn1	3.0
O=C1C(=O)N(Cc2ccc(-c3ccc(Cl)nc3)cc2)c2ccc(OC(F)(F)F)cc21	-1.4
CS(=O)c1ccccc1COC(=O)Nc1ccc(Cl)cc1 (stereo not given)	-3.0
O=C(Nc1ccc(Oc2ccccc2)nc1)C1CCN(Cc2ccccc2)CC1	-1.7
COc1ccc(-c2cc(C(=O)Nc3cc(C)nn3-c3ccccc3)no2)cc1OC	0.6
CCc1ccccc1NC(=O)Cn1nc(C)n2cccc2c1=O	4.6
COc1cccc(C(=O)Nc2c(C(N)=O)oc3ccccc23)c1	6.8
CCOC(=O)c1cnc(-c2ccc(C(F)(F)F)cn2)[nH]c1=O	0.7
COc1cc2c(cc1OC)-c1cc(Nc3ccccc3)nc(=O)n1CC2	-1.6
COc1ccc(Nc2c(-c3cc4ccccc4o3)nc3nc(C)cc(C)n23)cc1	-0.1
O=C(CN1CCN(Cc2ccccc2)CC1)Nc1nnc(C(F)(F)F)s1	2.7
CCOc1ccc(-c2noc(-c3ccncc3)n2)cc1OCC	-1.6
COc1cc(C2C(C#N)=C(N)OC3=C2C(=O)CC(C)(C)C3)cc2c1OCO2 (stereo not given)	2.0
CC(C)C(=O)N1CCN(c2ccc(NC(=O)c3cccs3)cc2)CC1	-1.0

# Given with values ahead of the structure: 4 of the compounds above
TTR transcr act | SMILES
2.7 | O=C(CN1CCN(Cc2ccccc2)CC1)Nc1nnc(C(F)(F)F)s1
-1.6 | CCOc1ccc(-c2noc(-c3ccncc3)n2)cc1OCC
2.0 | COc1cc(C2C(C#N)=C(N)OC3=C2C(=O)CC(C)(C)C3)cc2c1OCO2 (stereo not given)
-1.0 | CC(C)C(=O)N1CCN(c2ccc(NC(=O)c3cccs3)cc2)CC1

# (listing goes on)
molecule	TTR transcr act
C=CCn1c(SCC(N)=O)nc2sc3c(c2c1=O)CCC3	-0.9
C[C@H]1[C@H](NC(=O)c2ccc(C(F)(F)F)cc2)CC[C@@]23CCCN2C(=O)CCC[C@@H]13	0.7
O=C(c1nc2ccc(Cl)cn2c1CN1CCCC(CO)C1)N1CCc2ccccc2C1 (stereo not given)	-0.5
CN(CCc1ccccc1)C(=O)c1ccc(NC(=O)Cc2ccc(NC(=O)C3CCCN(C(=O)C4CCCC4)C3)cc2)cc1 (stereo not given)	-2.9
Clc1ccc(CSc2nnc(-c3ccncc3)o2)c(Cl)c1	0.7
O=C(Oc1c(-c2ccccc2)c(=O)n2c3c(cccc13)CC2)c1cccc([N+](=O)[O-])c1	-3.2
Cc1csc(NC(=O)C2CCN(S(=O)(=O)c3ccc4c(c3)oc(=O)n4C)CC2)n1	-0.7
Cc1cnc2ncc3sccc3c2c1	3.9
O=C1[C@@H]2[C@@H]3C[C@@H]([C@H]4ON=C(c5ccc(Cl)cc5)[C@@H]34)[C@@H]2C(=O)N1C1CCCCC1	-2.6
CC(=O)c1ccc(OCC(=O)N2CCCC2c2ccc3c(c2)OCCCO3)cc1 (stereo not given)	1.9
CN(C(=O)c1cccc(NC(=O)Cc2ccc([N+](=O)[O-])cc2)c1)C1CCC1	-1.0
CCC1(O)CC(c2ccccc2)=NN1C(=O)c1ccccc1F (stereo not given)	0.1
CC(=O)c1ccc(NC(=O)COc2ccccc2C(=O)Nc2ccc(C)cn2)cc1	-1.4
Cc1cc(C)n2nc(N)c(N=Nc3cccc(Cl)c3)c2n1	-0.6
C/C(=N/NC(=O)c1cccs1)c1ccc(N2CCOCC2)cc1	-0.8
COc1cc(C2=NOC(C(=O)Nc3ccc(C)cc3)C2)cc(OC)c1OC (stereo not given)	-1.9
Cc1cccc(C)c1NC(=O)C(c1ccccc1)N1CC(=O)Nc2ccccc21 (stereo not given)	0.8
CCc1nn2c(=O)cc(COC(=O)c3cc(Cl)c(OC)c(OC)c3)nc2s1	0.3
COc1ccc(C(=O)NNC(=O)c2ccc(C)cc2)cc1S(=O)(=O)N1CCCC1	-0.7
O=C(Cn1nc(-c2ccccc2)ccc1=O)N1CCOCC1	3.6

# Sorted by molar mass (low to high): some entries from above.
molecule	TTR transcr act
Cc1cc(C)n2nc(N)c(N=Nc3cccc(Cl)c3)c2n1	-0.6
CCC1(O)CC(c2ccccc2)=NN1C(=O)c1ccccc1F (stereo not given)	0.1
C/C(=N/NC(=O)c1cccs1)c1ccc(N2CCOCC2)cc1	-0.8
CN(C(=O)c1cccc(NC(=O)Cc2ccc([N+](=O)[O-])cc2)c1)C1CCC1	-1.0
COc1cc(C2=NOC(C(=O)Nc3ccc(C)cc3)C2)cc(OC)c1OC (stereo not given)	-1.9
COc1ccc(C(=O)NNC(=O)c2ccc(C)cc2)cc1S(=O)(=O)N1CCCC1	-0.7

# New compounds follow.
molecule	TTR transcr act
CC(C)CCNC(=O)Cc1c(C(=O)O)[nH]c2ccc(Cl)cc12	0.1
C/C(N)=C(/C#N)C(=O)COC(=O)CC1CCCC1	-2.5
O=C(NC1CCCC1)C(c1ccc(Cl)cc1)N1CCOCC1 (stereo not given)	1.9
Cc1c(CCOC(=O)c2cc([N+](=O)[O-])cc([N+](=O)[O-])c2)sc[n+]1CCCCS(=O)(=O)[O-]	0.5
O=C(Nc1cc(Cl)ccc1C(=O)O)c1ccc(CN2C(=O)c3ccccc3C2=O)cc1	1.1
COc1ccc(Br)cc1C(=O)Nc1cc(C)cc(C)c1	-2.7
Cc1ccccc1/C=C1\CCCc2ccccc2C1=O	1.1
CN(CCC1CCOCC1)C(=O)CC1C(=O)NCCN1C/C=C/c1ccccc1 (stereo not given)	0.6
CCOc1cccc(CN2CCCC(CCC(=O)NCc3ccccc3F)C2)c1O (stereo not given)	0.5
Cc1cccc(OCC(=O)NC(=S)N2CCCc3ccccc32)c1	-1.8
Cc1ccc(Oc2nc3c(C)cccn3c(=O)c2/C=C(\C#N)C(N)=O)cc1	-0.7
CCN(CC)CCC(=O)NN	0.1
CC12CCC(=O)N1c1c(sc3nc(N4CCOCC4)c4c(c13)CCCC4)C(=O)N2 (stereo not given)	-1.5
CCCCCNCc1ccc(OCc2ccc(Cl)nc2)c(OC)c1	-0.6
c1ccc(N2CCOCC2)c(Nc2nc3ccccc3n3cnnc23)c1	-0.8
COc1ccc(CN=Cc2[nH]c3ccc(Br)c(Cl)c3c2O)cc1	-1.0
